Assay outcomes as filed in PubChem.
KCNH2 3.1 inh: inhibitors of human KCNH2 3.1 potassium channel isoform; U2OS KCNH2 3.1, thallium flux FluxOr; stronger effect = lower value; activity change, % (tested at about 1.8 µM); 0.95% of 340,000 active;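 active = maximum activity change below -70%; inconclusive = maximum activity change from -70% to -50%; inactive = maximum activity change above -50%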;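 also: thallium influx rate constant from kinetic fluorescence after stimulation buffer; % is scaled to controls: 0 for no effect and ±100 for the full control effect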
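U2OS cells transduced with KCNH2 3.1 mutant virus (1.77 x 10^8 /mL, 4 h), plated overnight at 37 C, loaded 45 min with FluxOr dye plus Red40 quencher. Thallium flux rate constant from kinetic reads after stimulation buffer, normalised to controls.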
ELG1 DNA repair: ELG1-dependent DNA repair inhibition; HEK293T ELG1-luciferase reporter, luminescence, 16 h; DNA damage induced by 5-fluorouridine; Potency, µM (series often up to 46.1 µM), inactives show top-dose activity change, negative = inhibition, hits mostly inhibitors; 2.3% of 330,000 active; AID 504467; also: potency is read from the fitted curve at half-maximal effect; % is scaled to controls: 0 for no effect and ±100 for the full control effect; nearly all actives have a fitted effect of over 55% in size
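Overnight (16 hr) co-exposure of 2,000 cells/well to 5-fluorouridine and compound at 37 °C preceded detection. Luciferase was quantified via ONE-Glo luminescence; loss of signal denotes inhibition.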
AT treatment: potential ataxia-telangiectasia treatment. […] A-T fibroblasts, KAP-1 phosphorylation AlphaLISA; neocarzinostatin DNA damage 30 min before lysis. Potency, µM (doses to about 57.5 µM), for the others: at the highest dose activation, hits mostly activators. 0.19% of 320,000 active; also: potency is read from the fitted curve at half-maximal effect; % of control where 0% means no effect; nearly all actives have a fitted effect of over 45% in size
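hTERT-immortalized A-T patient fibroblasts ([…]), 500 cells/well in OPTI-MEM, 1% FBS, got compounds for 60 min, then NCS for 30 min at 37C. Lysates were then assayed for phospho-KAP-1 by AlphaLISA (anti-pKAP1 donor, anti-KAP1 acceptor beads), 6 hr at 25C.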
TSHR antagonist: blocks TSH signaling through the human TSH receptor; activity change, negative = inhibition, % at 11.5 µM; P16473; 0.2% of 330,000 active; AID 504810; TSHR-expressing cells, TSH-stimulated cAMP HTRF, 2 h; stronger effect = lower value;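 active = activity change below a set negative limit, meaning inhibition stronger than a set level, cut at about -70% in these data; inconclusive = activity change between two set negative limits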; also: % is scaled to controls: 0 for no effect and ±100 for the full control effect
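Cell-based HTRF cAMP assay; TSHR cells + compound, TSH EC80 (4nM final), 2 h, 37 deg C. Lysis with anti-cAMP cryptate and cAMP-d2, 30 min RT, read 665/620 nm.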
Mito fusion act: inhibitors of mitochondrial division or activators of mitochondrial fusion; Potency, µM (highest dose often 46.1 µM), for inactives: at the top dose growth rescue (activation), usual class: activators; 0.23% of 320,000 active; S. cerevisiae fusion-defective mutant growth rescue, CellTiterGlo 48 h; AID 485298;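 also: potency is read from the fitted curve at half-maximal effect; % of control where 0% means no effect; nearly all actives have a fitted effect of over 45% in size; temperature-sensitive fusion mutants such as fzo1-1 at 37 °C on non-fermentable ethanol glycerol medium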
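Temperature-sensitive fusion-defective S. cerevisiae (e.g. fzo1-1, mgm1-5) were grown with compound in YPEG medium (3% ethanol, 3% glycerol) for 48 hours at 37C. Growth rescue was measured as viability by CellTiterGlo luminescence after 10 minutes at ambient.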
USP2a inh: USP2a (human) protease inhibition; 0.01% of 330,000 active; O75604; Potency, µM (series often up to 38.3 µM), for the others: top-dose activity change, negative = inhibition, usual class: inhibitors; USP2 core, Ub-CHOP2 coupled fluorogenic reporter, 485/531;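 also: potency is read from the fitted curve at half-maximal effect; plate controls were DMSO wells for no effect and full inhibition by NEM control for full effect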
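Deubiquitinase activity read as fluorescence (485/531 nm) after Ub-CHOP2 cleavage activates the enterokinase reporter on its substrate; USP2 core 10nM, Ub-CHOP2 and substrate 25nM each, 30min compound preincubation then 60min RT; data normalized to NEM, curves fitted.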
TCR activator: activates T cell receptor signaling; primary human leukocytes, anti-CD3, IL-2 HTRF, 48 h; Potency, µM (top dose mostly 9.22 µM), without a hit: at the top dose activation of IL-2 secretion, hits mostly activators; 330,000 tested, under 10 active; also: % of control where 0% means no effect
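Compounds are tested in HTS on primary human leukocytes co-incubated with a-CD3 beads for 48 hr. IL-2 output is measured by time-resolved FRET.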
hERG WT inh: blocks the wildtype human KCNH2 potassium channel | U2OS, BacMam KCNH2, thallium flux FluxOr; stronger effect = lower value | activity change, % at 1.84 µM | 0.37% of 340,000 active | AID 720551;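 active = maximum activity change below -70%; inconclusive = maximum activity change between -70% and -50%; inactive = maximum activity change above -50%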; also: % is scaled to controls: 0 for no effect and ±100 for the full control effect
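U2OS cells transduced with wild-type KCNH2 virus are loaded with FluxOr dye for 45 min, and thallium flux is measured in kinetic reads before and after stimulation buffer. Rate constants are normalized to DMSO controls.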
TRPV1 agonist: activates the human vanilloid receptor TRPV1; Q8NER1; TRPV1-expressing cells, Fluo-8 calcium influx, agonist mode; activation, % at 8.33 µM; 0.19% of 320,000 active; AID 540275; in the data active = activation above about 80%; inconclusive = between about 30% and that limit; also: 0% is about no effect
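TRPV1-expressing cells were cultured overnight at 35.5C and loaded with Fluo-8 calcium dye for 40 to 90 min at room temperature. After a 10 s baseline, compound was added and calcium influx was read kinetically for 3 min (ex 480/em 520 nm).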
Eya2 inh: Eya2 (human) phosphatase inhibition; O00167; recombinant Eya2, OMFP fluorescence dephosphorylation (OMFP is methylfluorescein phosphate); Potency, µM (highest dose often 76.9 µM), inactives show at the top dose activity, negative = inhibition, most hits filed as inhibitors; 0.006% of 330,000 active; AID 488837; also: potency is read from the fitted curve at half-maximal effect; % is scaled to controls: 0 for no effect and ±100 for the full control effect
Target sequence (O00167 whole entry, looked up): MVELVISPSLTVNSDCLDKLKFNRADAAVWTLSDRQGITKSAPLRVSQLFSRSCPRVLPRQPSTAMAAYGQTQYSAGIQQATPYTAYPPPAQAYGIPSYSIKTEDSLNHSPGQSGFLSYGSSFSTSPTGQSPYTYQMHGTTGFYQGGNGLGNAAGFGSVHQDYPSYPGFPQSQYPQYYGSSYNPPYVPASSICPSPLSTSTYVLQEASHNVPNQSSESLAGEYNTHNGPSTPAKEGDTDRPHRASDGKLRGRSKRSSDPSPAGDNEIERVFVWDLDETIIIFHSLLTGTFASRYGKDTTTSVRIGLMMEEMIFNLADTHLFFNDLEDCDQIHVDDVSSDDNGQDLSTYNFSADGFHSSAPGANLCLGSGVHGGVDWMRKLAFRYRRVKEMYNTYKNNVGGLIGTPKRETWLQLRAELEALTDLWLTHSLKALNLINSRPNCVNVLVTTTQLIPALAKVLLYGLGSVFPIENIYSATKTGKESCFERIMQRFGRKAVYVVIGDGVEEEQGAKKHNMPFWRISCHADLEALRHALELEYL
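Eya2 protein (added as 0.2 uM solution) was preincubated with compound for 10 min at ambient temperature in 50 mM HEPES pH 7.5, 50 mM NaCl, 5 uM MgCl2, 0.05% BSA, 1 mM DTT. OMFP (added at 50 uM) then reacted 10 min; fluorescence read at 485/525 nm.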
* marks the source's active call; other numbers are inactive results; i = inactive; u = inconclusive; x = no result given; [ ] = remark or other dose. Unless noted, calls follow the shape of the dose curve; as a rule, active = well fitted curve in the direction sought with a large enough effect; inconclusive = small, poorly fitted or top-dose-only effect, or another doubt; inactive = no such curve, though single readings can be large; an effect the other way counts as inactive or inconclusive. An excerpt. The share of hits here may be higher or lower than overall.

(1) Cc1ccnc(NS(=O)(=O)c2ccc(NC(=O)c3oc4ccccc4c3C)cc2)n1
(2) Cc1cccc(OCCNC(=O)c2cccc(Oc3ccc(C(F)(F)F)cc3[N+](=O)[O-])c2)c1
(3) CSc1ncc2ncn(C3OC(CO)C(O)C3O)c2n1 (centres undefined)
(4) COc1ccc(N(CN2C(=O)c3ccccc3C2=O)C(=O)COc2ccc(Cl)cc2Cl)cc1
(5) COc1cccc(OC)c1C(=O)N1CCN(S(=O)(=O)c2ccc(C)cc2)CC1

Assay by compound	1	2	3	4	5
KCNH2 3.1 inh	0	-8	-5	-3	x
ELG1 DNA repair	-3%	u	-8%	10%	x
AT treatment	0%	5%	1%	5%	x
TSHR antagonist	-5	-11	5	5	x
Mito fusion act	3%	3%	2%	23%	-2%
USP2a inh	2%	-5%	1%	0%	x
TCR activator	-1%	5%[46.1 µM]	1%	-4%[46.1 µM]	2%
hERG WT inh	2	-20	22	5	-7
TRPV1 agonist	2	3	1	1	5
Eya2 inh	-3%	-6%	24%	-4%	x

(6) CC(C)c1ccc(N(CC(=O)NCCSC(C)(C)C)S(C)(=O)=O)cc1
(7) Cc1ccc(C(=O)OCC(=O)N2CC(C)CC(C)C2)cc1S(=O)(=O)N1CCOCC1 (centres undefined)
(8) Cc1ccc(N(CC2CO2)S(=O)(=O)c2ccc(C)cc2)cc1 (centres undefined)
(9) Cc1ccccc1NC(=O)c1c(C)cc(=O)oc1C
(10) COC(=O)c1ccc2c(=O)n(CCCN3CCCC3=O)c(=S)[nH]c2c1

Assay by compound	6	7	8	9	10
KCNH2 3.1 inh	-5	x	-29	5	-5
ELG1 DNA repair	u	3%	u	20%	-17%
AT treatment	x	-1%	10%	14%	1%
TSHR antagonist	-7	5	10	-5	-3
Mito fusion act	0%	0%	1%	5%	-2%
USP2a inh	-4%	2%	-2%	0%	5%
TCR activator	-1%	-2%	x	0%	x
hERG WT inh	-2	2	15	5	-1
TRPV1 agonist	9	-3	3	0	10
Eya2 inh	-8%	8%	-10%	1%	3%

(11) COCCCNC(=O)c1cccc(NC(=O)c2ccccc2)c1
(12) O=C(O)c1cc(S(=O)(=O)N2CCCCC2)ccc1N1CCCCC1
(13) COc1ccc(/C=N/Nc2nc(N3CCCC3)nc(N3CCCC3)n2)cc1
(14) CC(=O)Nc1ccc(N(C(=O)c2ccco2)C(C(=O)NC2CCCC2)c2ccc(N3CCOCC3)cc2)cc1 (centres undefined)
(15) CCn1c2ccccc2c2cc(NC(=O)C(=O)NCC3CCCO3)ccc21 (centres undefined)

Assay by compound	11	12	13	14	15
KCNH2 3.1 inh	15	-1	2	12	7
ELG1 DNA repair	2%	24%	u	-10%	8%
AT treatment	0%	-3%	3%	0%	2%
TSHR antagonist	-2	-4	11	14	-17
Mito fusion act	-2%	1%	-4%	5%	4%
USP2a inh	4%	-1%	1%	1%	5%
TCR activator	3%[46.1 µM]	0%	1%[46.1 µM]	0%	3%
hERG WT inh	-2	-6	6	i	4
TRPV1 agonist	0	-1	23	2	15
Eya2 inh	4%	-4%	6%	-3%	8%

Among those listed so far, 3 contain an aryl methoxy group.
(4) COc1ccc(N(CN2C(=O)c3ccccc3C2=O)C(=O)COc2ccc(Cl)cc2Cl)cc1
(5) COc1cccc(OC)c1C(=O)N1CCN(S(=O)(=O)c2ccc(C)cc2)CC1
(13) COc1ccc(/C=N/Nc2nc(N3CCCC3)nc(N3CCCC3)n2)cc1

Assay by compound	4	5	13
KCNH2 3.1 inh	-3	x	2
ELG1 DNA repair	10%	x	u
AT treatment	5%	x	3%
TSHR antagonist	5	x	11
Mito fusion act	23%	-2%	-4%
USP2a inh	0%	x	1%
TCR activator	-4%[46.1 µM]	2%	1%[46.1 µM]
hERG WT inh	5	-7	6
TRPV1 agonist	1	5	23
Eya2 inh	-4%	x	6%

Going on with the list:
(16) CC1=C(C(=O)Nc2ccccc2)C(c2ccc(C(C)C)cc2)N2C(=O)CSC2=N1 (centres undefined)
(17) O=C(/C=N/NC(=O)c1ccc(Cl)cc1Cl)c1ccccc1
(18) CC(C(=O)N1CCN(C2c3ccccc3-c3ccccc32)CC1)N1C(=O)c2ccccc2C1=O (centres undefined)
(19) CCOC(=O)C1(CCOC)CCN(C(=O)c2sccc2C)CC1
(20) COc1ccc(-c2n[nH]c(=S)n2/N=C/c2cccn2C)cc1

Assay by compound	16	17	18	19	20
KCNH2 3.1 inh	5	3	-12	2	3
ELG1 DNA repair	0%	7%	u	-9%	2%
AT treatment	-1%	-5%	2%	-1%	16%
TSHR antagonist	7	10	6	3	-8
Mito fusion act	-4%	-8%	6%	-10%	5%
USP2a inh	1%	9%	-9%	5%	1%
TCR activator	x	-2%	-1%[46.1 µM]	-4%	0%
hERG WT inh	-12	-10	-4	7	9
TRPV1 agonist	10	7	25	-2	-8
Eya2 inh	-1%	-24%	-2%	-8%	-2%

(21) Cc1cc(C(=O)COc2nncc3ccccc23)c(C)n1C
(22) Cc1cn(C(=O)C(C)N2C(=O)c3ccccc3C2=O)c(C)n1 (centres undefined)
(23) COc1ccc(Cl)cc1C(=O)NNC(=O)COC(=O)c1ccc(Br)o1
(24) CCC1CCCCN1Cc1ccc(N)cc1 (centres undefined)
(25) COc1cccc(CNc2ccc3[nH]c(=O)[nH]c3c2)c1OCc1ccccc1Cl

Assay by compound	21	22	23	24	25
KCNH2 3.1 inh	-1	29	-11	6	-4
ELG1 DNA repair	u	-1%	-3%	-13%	u
AT treatment	-6%	1%	0%	-3%[11.5 µM]	-4%
TSHR antagonist	9	34	-9	28	26
Mito fusion act	-3%	-2%	x	10%	-2%
USP2a inh	1%	0%	1%	-4%	-6%
TCR activator	6%	1%	-5%	-11%	2%
hERG WT inh	-19	9	-4	-38	-9
TRPV1 agonist	1	0	x	-4	22
Eya2 inh	17%	-6%	-9%	-4%	7%

Down the list, as entered above.
Nos. 21 to 25 in TRPV1 agonist read 1, 0, x, -4, 22
Nos. 21 to 25 in KCNH2 3.1 inh read -1, 29, -11, 6, -4

Other compounds
(26) CCOC(=O)c1c(-c2ccc(C)cc2)cn2ccccc12
(27) O=C(NN=Cc1ccccc1C(=O)O)c1ccc(NS(=O)(=O)c2cccs2)cc1
(28) Cc1coc2c(C)c3oc(=O)c(CCC(=O)N4CCC(C(=O)NCCCC(=O)O)(c5ccccc5)CC4)c(C)c3cc12
(29) CCn1ccnc1CNC(=O)CC1C(=O)NCCN1Cc1ccccc1F (centres undefined)
(30) COc1ccc(C(C(=O)NC2CCCCC2)N(C(=O)CCl)c2ccccc2Cl)cc1 (centres undefined)

Assay by compound	26	27	28	29	30
KCNH2 3.1 inh	-2	-13	-197*	3	8
ELG1 DNA repair	19%	27%	1%	3%	13%
AT treatment	32µM*	-1%	-6%	-4%	11%
TSHR antagonist	15	-6	-5	17	5
Mito fusion act	-3%	x	u	-6%	-5%
USP2a inh	-5%	5%	3%	4%	2%
TCR activator	0%	4%	-7%	2%	-6%[46.1 µM]
hERG WT inh	-8	3	-21	-8	0
TRPV1 agonist	u	x	-4	-1	5
Eya2 inh	-12%	-10%	-2%	1%	-5%

(31) CCOC(=O)C1=C(CSc2nc3ccccc3s2)NC(=O)NC1c1cc(C)ccc1C (centres undefined)
(32) CC(C)c1cc(CN2CCN(Cc3ccc(F)c(F)c3)C(CCO)C2)[nH]n1 (centres undefined)
(33) CCc1cc2c(=O)n(Cc3ccco3)c(SCC(=O)N3CCCc4ccccc43)nc2s1
(34) COc1ccccc1S(=O)(=O)Nc1ccc2cn[nH]c2c1
(35) O=C1COc2ccc(C(=O)COC(=O)COc3ccccc3[N+](=O)[O-])cc2N1
(36) COc1ccc(OCCn2c(N)nc3ccccc32)cc1
(37) CN(C)c1ccc(NC(=O)c2ccc3nc[nH]c3c2)cc1
(38) CNC(=O)COc1coc(CN2CCN(c3ccccc3OC)CC2)cc1=O

Assay by compound	31	32	33	34	35	36	37	38
KCNH2 3.1 inh	-7	-4	-77*	25	7	-8	-9	6
ELG1 DNA repair	u	2%	u	-1%	6%	5%	u	-13%
AT treatment	3%	1%	4%	-2%	-8%	4%	-10%	4%
TSHR antagonist	-17	3	-3	-2	7	-5	0	-8
Mito fusion act	11%	4%	0%	-3%	-3%	-6%	8%	3%
USP2a inh	1%	-1%	-1%	5%	10%	-1%	-2%	6%
TCR activator	x	0%	-2%	0%[46.1 µM]	1%	x	5%	-6%
hERG WT inh	-3	13	-8	-4	0	14	-9	10
TRPV1 agonist	1	5	23	-2	11	0	-11	2
Eya2 inh	8%	-4%	11%	-5%	0%	-10%	4%	3%
